# Bioassay records as filed in PubChem.
# MrgX1 ag = agonists of human MrgX1 receptor. Q96LB2. MrgX1-HEK293 cells, Fluo-4 calcium fluorescence, agonist mode; stronger effect = higher value. B-score at 10 µM. 0.44% of 310,000 active. AID 588627;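 active = calcium response B-score plate-corrected fluorescence ratio at least 3 library SD, with starting fluorescence B-score inside 5 SD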
# Target sequence (Q96LB2 whole entry, looked up): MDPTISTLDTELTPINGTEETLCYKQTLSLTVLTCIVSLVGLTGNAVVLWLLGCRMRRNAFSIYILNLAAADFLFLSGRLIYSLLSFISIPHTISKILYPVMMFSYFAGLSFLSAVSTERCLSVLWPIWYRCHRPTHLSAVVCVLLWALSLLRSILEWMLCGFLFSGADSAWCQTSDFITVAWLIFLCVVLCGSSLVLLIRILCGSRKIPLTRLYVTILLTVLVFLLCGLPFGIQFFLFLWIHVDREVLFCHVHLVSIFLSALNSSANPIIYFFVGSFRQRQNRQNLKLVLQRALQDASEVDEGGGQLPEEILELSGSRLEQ
#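 Assay system: stable human MrgX1 HEK293 cell line. Quantity: 15,000 cells per well. Schedule: cells plated overnight, dye loaded 0.5 h 37 °C, 0.5 h room temperature. Detection: Fluo-4 NW calcium-flux fluorescence, kinetic read. Read-out basis: peak-minus-minimum fluorescence over baseline, converted to B scores. Control set: positive and negative control wells on each plate.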
# MrgX1 PAM = human MrgX1 positive allosteric modulation, primary screen | Q96LB2 | AID 588675 | 0.63% of 310,000 active | MrgX1-HEK293, Fluo-4 calcium flux, FDSS; stronger effect = higher value | B-score at 10 µM;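 active = plate-corrected calcium response at least 3 library SD above typical, normal starting fluorescence, not activating the receptor alone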;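 also: compound read alongside a low EC10 to EC30 dose of BAM8-22 agonist; peak minus trough fluorescence over baseline measured at the second addition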
# TRPC4 potent = allosteric potentiators of mouse TRPC4 channel. B-score at 10 µM. HEK293 TRPC4beta/mu-opioid, DAMGO EC20, Fluo-4 Ca2+ flux; stronger effect = higher value. 0.42% of 310,000 active. Q9QUQ5. AID 2227;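 active = B-score of calcium response area above 5 SD of library B-scores, with initial fluorescence ratio within 5 SD of library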;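 also: B-score of integrated fluorescence ratio over time as area under calcium response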
# SKKanGAS inh = inhibitors of SKKanGAS S. pyogenes growth in kanamycin (SK-promoter or general growth effect) | BacTiter-Glo, 6 h | inhibition, % at 7.5 µM | 1.3% of 300,000 active | AID 1662;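 active = mean replicate score, as percent of positive control median, at least 50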;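 also: strain carries kanamycin resistance gene driven by streptokinase promoter and grows in 40 µg/ml kanamycin; loss of luminescence reflects streptokinase promoter inhibition or plain growth inhibition; 0% = median of DMSO wells and 100% = positive control at its reference dose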
# TRPC6 inhibitor = inhibitors of mouse TRPC6 channel; Q61143; 1.1% of 310,000 active; B-score at 10 µM; HEK293-TRPC6, membrane potential dye, ACh-evoked depolarization; stronger effect = lower value; AID 2553;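 active = B-score under library mean minus 3 SD, initial fluorescence not abnormally high, positive integrated signal ratio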;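 also: B-score derived from integrated fluorescence ratio over the kinetic read; more negative B-score means stronger inhibition of depolarization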
# TRPC4 act = TRPC4 (mouse) channel activation; Q9QUQ5; HEK293 TRPC4beta/mu-opioid, Fluo4 calcium fluorescence; stronger effect = higher value; AID 2237; 0.49% of 310,000 active; B-score at 10 µM;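 active = B-score above 5 SD of library B-scores, and initial fluorescence ratio not above library mean plus 5 SD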;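 also: positive B-score marks a calcium rise read as TRPC4 activation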
#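 Test system: HEK293 cells stably co-expressing mouse TRPC4beta and mu-opioid receptor | Schedule: Fluo4 dye loading 45 min at room temperature, 110 s recording | Measured by: Kinetic Fluo4 calcium fluorescence, 5 s baseline at 1 Hz | Evaluation: B score of integrated ratio | Controls: Buffer (low) and maximal DAMGO (high)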
# MrgX1 antagonist = human MrgX1 receptor antagonism, primary screen; MRGX1-HEK293 calcium flux, Fluo-4, BAM8-22 antagonism; stronger effect = lower value; 1.3% of 310,000 active; AID 588676; Q96LB2; B-score at 10 µM;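 active = calcium-response B-score plate-corrected more than 3 library SD below zero, starting fluorescence within 5 deviations, no agonist response on first addition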;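 also: peak minus trough fluorescence over baseline after final BAM8-22 challenge near maximal dose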
# ANO1 block = inhibitors of mouse TMEM16A calcium-activated chloride channel; normalized B-score (activity score, 25-100; higher = stronger inhibition) at 10 µM; HEK293 TMEM16A/YFP iodide influx fluorescence, ionomycin; 1.2% of 310,000 active; AID 588511; Q8BHY3;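 active = ratio plate-corrected score three or more library SD toward inhibition, starting fluorescence score within five deviations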;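 also: score derived from kinetic fluorescence span divided by baseline fluorescence per well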
# TRPC6 act = mouse TRPC6 channel activation | B-score at 10 µM | AID 2550 | HEK293-TRPC6 membrane potential dye fluorescence; stronger effect = higher value | 0.13% of 310,000 active;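 active = B-score of the integrated fluorescence ratio above library mean plus 3 SD, and starting fluorescence ratio within library mean plus 5 SD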;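 also: higher score means more depolarization so channel activation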
# TMEM16A act = mouse TMEM16A channel activation, primary screen; Q8BHY3; HEK293 TMEM16A/YFP-H148Q/I152L, iodide quench fluorescence; stronger effect = lower value; B-score at 10 µM; 0.3% of 340,000 active;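 active = fluorescence-ratio B-score plate-corrected deviation score at least 3 library SD below zero, with starting fluorescence score within 5 deviations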;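 also: channel opened by trigger with iodide after compound preincubation; score built on the fluorescence ratio of max minus min over baseline; more negative score means more quench and so TMEM16A activation or potentiation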
# TRPC4 inh = inhibitors of mouse TRPC4 channel; B-score at 10 µM; Q9QUQ5; 0.39% of 300,000 active; HEK293 TRPC4beta/mu-opioid, DAMGO-evoked Fluo4 calcium flux; stronger effect = lower value; AID 2247;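 active = B-score over 3 SD under the library average, no early fluorescence shift, positive overall ratio signal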
#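 material = TRPC4beta/mu-opioid receptor HEK293 cell line | probe or stimulus = sequential submaximal and maximal DAMGO stimulation | compound dosing = one concentration per compound | measured by = Fluo4 Ca2+ flux fluorescence | evaluation = integrated fluorescence ratio relative to baseline, converted to per-well B score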
# Active calls of the source: *; i = inactive; . = no result given.
SMILES,MrgX1 ag,MrgX1 PAM,TRPC4 potent,SKKanGAS inh,TRPC6 inhibitor,TRPC4 act,MrgX1 antagonist,ANO1 block,TRPC6 act,TMEM16A act,TRPC4 inh
Cc1c(C(=O)N(C)C(C)c2ccncn2)oc2c(F)cccc12 (stereo unspecified),i,i,i,-5.8,i,i,i,i,i,i,i
O=C(Cn1nc(-c2ccc(Cl)cc2)ccc1=O)NCc1ccc2c(c1)OCO2,i,i,i,-7.5,i,i,i,i,i,i,i
O=C(c1cnn(-c2cccc(F)c2)c1)c1ccccc1O,i,i,i,15.0,i,i,i,i,i,i,i
O=C(C1CCC1)N1CCc2cc(S(=O)(=O)NC3CCCC3)ccc21,i,i,i,-4.1,i,i,i,i,i,i,i
CC(c1ccccc1)n1c(-c2ccccc2F)n[nH]c1=S (stereo unspecified),i,i,i,19.0,i,i,i,i,i,i,i
CCOc1ccc(N(CC(=O)Nc2ccccc2F)S(=O)(=O)c2c(C)[nH]c(=O)[nH]c2=O)cc1,i,i,i,10.3,i,i,i,i,i,i,i
COc1cc2[nH]c(=O)n(CCCCCC(=O)NCCCN3CCCC3=O)c(=O)c2cc1OC,i,i,i,-0.2,i,i,i,i,i,i,i
CC1(C)C2CC=C(/C=N/NC(=O)c3ccccc3Br)C1C2 (stereo unspecified),i,i,i,6.2,i,i,i,i,i,i,i
COc1ccc(Cl)cc1-c1nc(-c2ccc(NC(=O)c3ccncc3)cc2)no1,i,i,i,12.9,i,i,i,i,i,i,i
COCCCn1c(=O)/c(=C\c2ccccc2OC(C)C)s/c1=C(/C#N)C(=O)Nc1ccc(C(=O)O)cc1,i,i,i,53.9*,i,i,i,i,i,i,i
CCOc1ccc(CCNC(=O)CS(=O)(=O)Cc2nc(-c3ccccc3F)oc2C)cc1,i,i,i,0.9,i,i,i,i,i,i,i
O=C1NN(c2ccccc2)C(=O)/C1=C/c1cccs1,42.7*,i,i,4.4,i,i,i,i,i,.,i
CC(C)(O)C#Cc1ccc(C(=O)N2CCN(C(=O)c3ccco3)CC2)cc1,i,i,i,-11.1,i,i,i,i,i,i,i
CCOC(=O)N1CCC(Nc2c(NCCCN3CCN(c4ccc(OC)cc4)CC3)c(=O)c2=O)CC1,i,i,i,-1.7,i,i,i,i,i,i,i
CCc1nc(OCC(=O)c2ccccc2)c(C#N)c2c1COC(C)(C)C2,i,i,i,-2.8,i,i,i,i,i,i,i
Cc1ccc(C(=O)Nc2ccc(N3CCOCC3)cc2)cc1,i,i,i,1.3,i,i,i,i,i,i,i
O=C(CSc1ccc(-c2cccnc2)nn1)Nc1ccc(Br)cc1,i,i,i,-2.6,i,i,i,i,i,i,i
COc1ccc(-c2cc(N)n(S(=O)(=O)Cc3ccccc3)n2)c(OC)c1,i,i,i,-2.1,i,i,i,i,i,i,i
CNC(=O)C(=O)NCCC1CCCCN1S(=O)(=O)c1cccs1 (stereo unspecified),i,i,i,8.3,i,i,i,i,i,i,i
Cc1cccc(NC(=O)CN2CCC(C(=O)c3ccc4c(c3)OCCO4)CC2)c1,i,i,i,3.1,i,i,i,i,i,i,i
O=C(Cc1ccccc1F)NCC(=O)Nc1ccccc1Br,i,i,i,-1.1,i,i,i,i,i,i,i
CCO[C@H]1OC(C(=O)NCc2nc3ccccc3[nH]2)=C[C@@H](C2CC2)[C@@H]1CCCO,i,i,i,-1.3,i,i,i,i,i,i,i
CC(=O)c1cc(NC(=O)c2ccccc2)c(=O)oc1/C=C/N(C)C,i,i,i,-6.6,-5.52*,i,i,i,i,-6.65*,i
CC(=O)c1c(C)nc(-c2ccc(Cl)cc2)nc1N=CN(C)C,i,i,i,1.7,i,i,i,i,i,i,i
COc1ccccc1NC(=O)CSc1nnc(COc2ccc(Cl)cc2)n1Cc1ccco1,i,i,i,2.4,i,i,i,i,i,i,i
O=C(c1ccc2c(c1)OCO2)C1CCCN(Cc2c(F)ccc(F)c2F)C1 (stereo unspecified),i,i,i,-7.0,i,i,i,i,i,i,i
Cc1cccc(NC(=O)COc2nsnc2N2CCOCC2)c1,i,i,i,-2.4,i,i,i,i,i,i,i
COc1cc(=O)[nH]c(SCc2c(F)c(F)c(F)c(F)c2F)n1,i,i,i,1.8,i,i,i,i,i,i,i
Cc1ccc(CNC(=O)C(CCC(N)=O)NC(=O)OCc2ccccc2)cc1 (stereo unspecified),i,i,i,5.4,i,i,i,i,i,i,i
CCOC(=O)C1CCN(c2nc(-c3ccccc3)nc3c2oc2ccccc23)CC1,i,i,i,11.8,i,i,i,i,i,i,i
CCc1ccc(-c2cc(C(F)(F)F)n3nc(C(=O)Nc4cnn(Cc5ccccc5C)c4)cc3n2)s1,i,i,i,0.3,i,i,i,i,i,i,i
O=C(COc1ccc(Cl)cc1)NCc1nnc(SCC(=O)NCC2CCCO2)o1 (stereo unspecified),i,i,i,-25.7,i,i,i,i,i,i,i
CCN(CC(=O)NC(C)C)C(=O)CCNC(=O)c1ccc(Cl)cc1,i,i,i,1.2,i,i,i,i,i,i,i
Cc1cc(=O)c(C(=O)O)nn1-c1ccccc1,i,i,i,-3.5,i,i,i,i,i,i,i
COc1cc(-c2cc(-c3nnco3)c3ccccc3n2)cc(OC)c1OC,i,i,i,3.9,i,i,i,i,i,i,i
CCOC(=O)C1CCN(C(=O)Nc2ccc(OCc3ccccc3)cc2)CC1,i,i,i,9.9,i,i,i,i,i,i,i
COC(=O)C1=C2SC(C)C(=O)N2C(N)=C(C#N)C1c1ccc(OC)c(OC)c1 (stereo unspecified),i,i,i,-4.9,i,i,i,i,i,i,i
O=S(=O)(NCc1ccccc1Cl)c1cnc[nH]1,i,i,i,7.9,i,i,i,i,i,i,i
CCOC(=O)Nc1cccc(NC(=O)c2ccccc2F)c1,i,i,i,-5.2,i,i,i,i,i,-10.1*,i
CCOc1ccc(/C=N/Nc2nc(N3CCCC3)nc(N3CCCC3)n2)cc1OC,i,i,i,0.0,i,i,i,i,i,i,i
O=C(Nc1nncs1)C1CCCC1,i,i,i,-1.2,i,i,i,i,i,i,i
O=C(Nc1cccc(S(=O)(=O)Nc2ccc(Cl)cc2)c1)c1ccc(Cl)nc1,i,i,i,15.0,i,i,i,i,i,i,i
Cc1nc2scc(-c3ccc(Cl)cc3)c2c(=O)o1,i,i,i,8.1,i,i,i,i,i,i,i
Cc1cccc(N2CCN(CC3CCCCC3)CC2)c1C,i,i,i,2.6,i,i,i,i,i,i,i
CCOc1ccc(OCCCCn2ccnc2)cc1,i,i,i,-3.5,i,i,i,i,i,i,i
O=C(CSc1cccc(C(F)(F)F)c1)NCc1ccccc1,i,i,i,-2.0,i,i,i,i,i,i,i
COC(=O)C1=C(C)N(CCCC(=O)O)C(=O)NC1c1ccc2c(c1)OCO2 (stereo unspecified),i,i,i,-1.2,i,i,i,i,i,i,i
O=C(Nc1ccc(C(=O)N2CCOCC2)cc1)c1cccs1,i,i,i,5.5,i,i,-6.99*,i,i,i,i
CCOc1ccccc1-n1c(SCC(N)=O)nnc1-c1ccccc1,i,i,i,-6.1,i,i,i,i,i,i,i
CC1CN(S(=O)(=O)c2cc(C(=O)NCCC3=CCCCC3)ccc2Cl)CC(C)O1 (stereo unspecified),i,i,i,-8.5,i,i,i,i,i,i,i
Cn1c(Br)nc2c1c(=O)n(Cc1ccccc1)c(=O)n2C,i,i,i,3.7,i,i,i,i,i,i,i
Cc1cccc(N2CC(C(=O)Nc3nnc(SCC(=O)NCC4CCCO4)s3)CC2=O)c1 (stereo unspecified),i,i,i,6.5,i,i,i,i,i,i,i
Cc1c(Cl)c([N+](=O)[O-])nn1CCCC(=O)Nc1cccc(O)c1,i,i,i,0.0,i,i,i,i,i,i,i
CCSc1ccc2nnc(-c3cccc(F)c3)n2n1,i,i,i,-7.2,i,i,i,i,i,i,i
COc1ccc(N(C(C)C(=O)Nc2ccc(S(=O)(=O)N3CCOCC3)cc2)S(C)(=O)=O)cc1 (stereo unspecified),i,i,i,4.4,i,i,i,i,i,i,i
COC(=O)c1ccc(NC(=S)NCCc2ccccc2C)cc1,i,i,i,4.2,i,i,-5.01*,i,i,i,i
Cn1c(=O)cc(SCC(=O)Nc2ccc3c(c2)OCO3)c2ccccc21,i,i,i,-5.6,i,i,i,i,i,i,i
FC(F)Sc1ccc(NC(=S)N2CCN(c3ccccn3)CC2)cc1,.,.,i,-0.9,i,i,.,.,i,i,i
CC(C)c1nnc(NC(=O)C2CCCN2C(=O)Nc2ccccc2[N+](=O)[O-])s1 (stereo unspecified),i,i,i,-23.6,i,i,i,i,i,i,i
O=C(Nc1ccccc1Cl)C1C(c2ccccc2)C1(Cl)Cl (stereo unspecified),i,i,i,32.7,i,i,i,i,i,i,i

# (further entries)
SMILES,MrgX1 ag,MrgX1 PAM,TRPC4 potent,SKKanGAS inh,TRPC6 inhibitor,TRPC4 act,MrgX1 antagonist,ANO1 block,TRPC6 act,TMEM16A act,TRPC4 inh
O=C(CSc1ncnc2c1oc1ccccc12)Nc1ccccc1F,i,i,i,-0.8,i,i,i,i,i,i,i
C/C(=N\NC(=O)C1CC1)c1ccccc1Br,i,i,i,10.9,i,i,i,i,i,i,i
C=CCN1C(=NC(=O)CCC(=O)O)SC2CS(=O)(=O)CC21 (stereo unspecified),i,i,i,-11.1,i,i,i,i,i,i,i
Cc1c(O)c(CN2CCCCC2)cc2c1oc(=O)c1ccccc12,i,i,i,-17.1,i,i,i,i,i,i,i
O=C(Cn1nc(Cc2cccnc2)c2ccccc2c1=O)NCc1ccc2c(c1)OCO2,i,i,i,2.6,i,i,i,i,i,i,i
O=C(Nc1ccc(S(=O)(=O)N2CCCC2)cc1)c1c(F)cccc1F,i,i,i,10.3,i,i,i,i,i,i,i
CCC(=O)N1CCN(c2ccc(NC(=O)c3ccccc3)cc2)CC1,i,i,i,-7.3,i,i,i,i,i,i,i
O=[N+]([O-])c1ccc(Cl)c(CN2CCN(c3ncccn3)CC2)c1,i,i,i,10.5,i,i,i,i,i,i,i
